NCI-60 one-dose screen, 48 h, at 10 µM unless noted. Numbers give growth in % (100 = growth as untreated, 0 = no growth, -100 = all killed).
UACC-257: UACC-257 melanoma; actives 4.4% (n = 78,000); AID 1794764
HOP-92: HOP-92 NSCLC cells; actives 6.3% (n = 71,000)
EKVX: EKVX NSCLC; actives 3% (n = 71,000)
SK-MEL-5: SK-MEL-5 melanoma | actives 6.4% (n = 80,000)
SK-MEL-28: SK-MEL-28 melanoma; actives 4.1% (n = 81,000); AID 1794761
A549/ATCC: A549/ATCC NSCLC. actives 3.7% (n = 81,000)
M14: M14 melanoma. actives 6.2% (n = 80,000)
UACC-62: UACC-62 melanoma | actives 5.4% (n = 81,000) | AID 1794756
Starred values were filed as active, the others as inactive; nt = no result given; & = joins results of further samples; [ ] = another dose, or the depositor's remark. Rule for the calls: active = growth percent below 10; inactive = the rest.

cpd	SMILES	UACC-257	HOP-92	EKVX	SK-MEL-5	SK-MEL-28	A549/ATCC	M14	UACC-62
1	Nc1n[nH]c(-c2ccccc2CO)c1-c1nc2ccccc2s1	108	99	101	101	108	102	103	102
2	CCOc1ccc(N2C(=O)C(C)CNC2=S)cc1 (stereo not drawn)	98	98	100	96	101	100	104	98
3	COc1cc(CNC(=O)/C=C/C=C/c2ccc3c(c2)OCO3)ccc1OCc1cn(-c2ccc(Cl)c(Cl)c2)nn1	-17*	-15*	13	-41*	6.5*	2.2*	-30*	-47*
4	c1ccc(OCCOCCOc2ccccc2)cc1	96	84	nt	107	105	90	103	96
5	COc1cc(Cn2c(-c3ccccc3)cc3c2-c2oncc2CC3)cc(OC)c1OC	59	28	38	18	50	24	22	48
6	CC(C)=CCC[C@](C)(O)[C@H]1CC[C@]2(C)[C@@H]1CC[C@@H]1[C@@]3(C)C/C(=C/c4ccc(Br)cc4)C(=O)C(C)(C)[C@@H]3CC[C@]12C	91	75	94	97	100	77	80	79
7	O=C(Nc1ccc(S(=O)(=O)Nc2ccccn2)cc1)Nc1ccc(F)c(C(F)(F)F)c1	93	84	99	96	108	85	87	96
8	NC(N)=N/N=C\c1c(Cl)cccc1Cl	77	47	61	83	103	nt	92	98
9	Cc1nc2c(c3nnc(-c4ccc(F)cc4)n13)CC(C)c1ccccc1N2C (stereo not drawn)	100	91	92	103	102	98	95	100
10	NNC(=O)C(O)C(O)C(O)C(O)CO (stereo not drawn)	89	110	nt	115	108	96	116	109
11	CN1CCN(CCCNC(=O)c2ccc(Cl)s2)CC1	105	99	102	103	113	103	109	107
12	COC(=O)c1cc(-c2ccccc2)[nH]c(=O)c1C#N	103	99	95	102	110	105	103	95
13	O=C(c1ccccc1)n1ccc(-c2cc3cc(Br)ccc3oc2=O)n1	2.9*	35	-1.7*	11	24	34	-4.7*	-21*
14	CCCCN(Cc1c(O)ccc2ccccc12)Cc1c(O)ccc2ccccc12	109	65	95	99	121	101	105	102
15	COc1cc2cc(NC(=O)c3ccc(Cl)cc3)nc(C)c2cc1OC	nt	nt	90	91	83	98	87	85
16	COC(=O)[C@]12CC[C@@H](C)[C@H](C)[C@@H]1C1=CC[C@@H]3[C@@]4(C)C(C=O)=C[C@@](C)(COC(=O)c5ccco5)[C@@H]4[C@H](O)C[C@@]3(C)[C@]1(C)CC2	nt	-55*	-18*	-95*	nt	7.9*	-23*	nt
17	CNC(=O)NNC(=O)NC	103	nt	nt	98	116	101	104	103
18	CC(=O)C(/C=N\C(N)=S)=C(\C)O	104	nt	100	103	103	106	102	106
19	Cc1cc2nc(C(C)(C)O)[nH]c2cc1C	101	nt	87	91	114	102	99	92
20	CC(=O)Nc1ccc(S(=O)(=O)Nc2ccc([N+](=O)[O-])cc2)cc1	102&103&112	112&79	91&119&94	116&95	121&108	101&99&107	102&112&97	106&106&94
21	COc1ccc(Cl)c(C(C)=O)c1	110	nt	109	107	108	103	107	110
22	O=C1C(Cl)=C(Cl)C(=O)c2c1nc1n2CCCC1	96	102	96	99	113	98	105	94
23	Cc1ncc(C(=O)Nc2ccc(CN3CCN(C)CC3)c(C(F)(F)F)c2)cc1C#Cc1cncc2ncccc12	nt	60	78	37	16	nt	5.4*	41
24	Cc1cccc(/C=C/c2c(C(=O)c3ccccc3)c(=O)[nH]c3ccccc23)c1	90	61	93	92	114	93	114	84
25	Nc1cc2nc3ccccc3oc-2cc1=O	32	112	61	-98*	-56*	-42*	-84*	-75*
26	COc1ccc(/C=N/NC(=O)c2cnn3c2NC(c2ccccc2)C3)cc1OC (stereo not drawn)	78	73	87	67	78	54	46	48
27	COC(=O)C1CCN(S(=O)(=O)c2ccc(-c3ccccc3)cc2)CC1	63	87	108	107	105	nt	107	98
28	O=C1CSC(c2ccccc2Cl)N1c1nnc(Cn2cnnc2)o1 (stereo not drawn)	nt	43	61	24	59	58	20	39
29	CCSc1nnc(-c2c(C)nc3ccc(Br)cn23)o1	89	106	81	67	100	89	97	74
30	O=C(Nc1ccc(N=Cc2c(O)[nH]c3ccccc23)cc1)Nc1nccs1	72	50	35	27	61	57	19	25
31	COC(=O)c1[nH]cnc1/N=N/N(C)CCO	nt	128	98	102	117	109	101	101
32	COc1cc([C@@H]2c3cc4c(cc3[C@H](O)[C@H]3COC[C@@H]23)OCO4)cc(OC)c1OC	76	nt	109	51	69	99	42	43
33	Cc1ccc(CSc2nc(-c3ccc(F)cc3)c(C#N)c(N3CCN(c4ccccc4)CC3)n2)cc1	86	100	80	86	96	88	89	70
34	CCCCCNCCO	110	91	130	109	116	103	115	111
35	Cc1ccccc1N=C(N)Nc1ccccc1C	95	91	nt	100	106	99	106	93
36	O=[N+]([O-])c1ccc(C(c2ccccc2)c2ccccc2)cc1	97	86	95	97	nt	91	105	86
37	CCC(C(C)=O)(c1ccccc1)c1ccccc1	98	89	96	100	108	94	104	97
38	Cc1ccc(/C(=N\NC(N)=S)C2CC2)cc1	60	94	nt	99	111	106	97	108
39	COC(=O)CCC1=C(C)C(C)=N/C1=C\c1[nH]c(-c2ccc[nH]2)cc1OC	-1.3*	nt	30	-91*	11	11	9.6*	-67*
40	Cc1c(C(=O)O[C@H]2[C@@H]3[C@H](C)CC[C@H]3[C@]3(C)O[C@@]2(C2CCCCC2)C[C@H]3OC(=O)CO)ccc2ccccc12	40	11	42	69	60	30	36	61
41	CN1CCC(=O)c2ccccc21	96	nt	nt	102	106	107	105	102
42	O=C1CC(c2ccccc2O)Oc2ccccc21 (stereo not drawn)	109	95	82	94	112	103	97	93
43	CCC(=O)Nc1ccc(C)c(Cl)c1	nt	96	103	101	109	87	109	102
44	O=C1c2cccc3c([N+](=O)[O-])ccc(c23)C(=O)N1CCCCl	-97*[100 µM]	-82*[100 µM]	nt	-96*[100 µM]	-97*[100 µM]	-74*[100 µM]	-86*[100 µM]	-96*[100 µM]
45	O=C(N/N=C\c1c(O)ccc2ccccc12)C1CC1	11	43	32	53	70	58	40	25
46	CCN(Cc1ccccc1)c1ccccc1	103	108	nt	96	108	99	90	100
47	COc1cc2ncnc(Nc3ccc(O[C@H]4CO[C@H]5[C@@H]4OC[C@@H]5OC(=O)c4ccccc4)c(Cl)c3)c2cc1OC	101	53	76	96	103	91	103	95
48	CC1=C(C#N)C2=NN=C(N)NN2C(c2ccccc2)=C1	104	nt	104	102	116	104	102	77
49	CC(C)C(=O)OCCN(C)CCc1ccccc1	113	107	100	108	110	106	106	108
50	COc1ccc(N=N/N=c2\sc3cc(OC)ccc3n2C)cc1	80	71	75	85	94	70	110	83

Other compounds
cpd	SMILES	UACC-257	HOP-92	EKVX	SK-MEL-5	SK-MEL-28	A549/ATCC	M14	UACC-62
51	O=C(/C=C/Nc1ccc(S(=O)(=O)Nc2ncccn2)cc1)c1ccc(N=Cc2c(O)[nH]c3ccccc23)cc1	101	94	103	98	118	102	109	108
52	C/C(=N/NC(N)=S)c1ccc(C)cc1	89	nt	54	nt	111	88	83	103
53	CC(C)=CC(N)=O	105	nt	96	100	114	101	101	96
54	CCOC(=O)C(Cc1c[nH]c2ccccc12)C(=O)OCC	105	nt	96	99	109	101	96	89
55	Cc1cc(C)c2c(N)nn(C(=O)c3ccc(Cl)cc3)c2n1	100	96	nt	100	97	101	103	102
56	O=C(C(=O)N1CCCC1)c1ccc(OC2OC(CO)C(O)C(O)C2O)cc1 (stereo not drawn)	187	98	104	111	nt	170	107	109
57	CC(=O)Oc1cc2ccccc2cc1C(C)C	nt	nt	nt	101	113	nt	106	116
58	O=c1[nH]c2ccc(Cl)cc2cc1CSc1cccc(Nc2nccc(-c3ccc4ccccc4c3)n2)c1	104	127	91	94	108	88	88	92
59	COC(=O)c1ccc2c(c1)[n+](=O)c(C(N)=O)c(C)n2[O-]	94	100	113	103	110	90	96	97
60	COc1ccc(/C=C(\C)C=O)cc1	106	105	100	102	117	99	116	101
61	Cc1ccc(C)[nH]1	99	92	96	101	103	101	105	102
62	COc1ccc(-c2cc(-c3ccc(N)cc3)[nH]c(=O)c2C#N)cc1O	113	57	97	97	114	103	113	100
63	CN(C/C=C/c1ccccc1)Cc1cccc2ccccc12	106	nt	96	94	112	82	84	93
64	N#Cc1c(-c2ccc(Cl)cc2)nc(NS(=O)(=O)c2ccccc2)nc1N1CCCCC1	105	99	90	104	107	109	125	83
65	CCOP(=O)(OCC)c1nc(-c2ccccc2)oc1NCCCO	100	102	99	102	109	93	109	103
66	COc1ccc(/C(N)=N/C(N)=N/c2nc(-c3ccccc3)cs2)cc1	101	65	76	90	99	99	90	78
67	COC(=O)Cn1c(-c2ccc(C)o2)nc2cc3nc4ccccc4nc3cc21	105	107	99	106	116	105	94	99
68	CCN(CC)c1ccc(C=Nc2ccc3c(O)cc(S(=O)(=O)O)cc3c2)cc1	88	107	113	97	113	85	97	90
69	N#CSCC1CC(O)(c2ccccc2)C(c2ccccc2)C(c2ccc(Cl)cc2)O1 (stereo not drawn)	-70*	-30*	-40*	-87*	-84*	-54*	-78*	-91*
70	CCN(CC)Cc1cc(C=C2C(=O)N(C)C(=O)N(C)C2=O)cc(OC)c1O	95	104	95	97	109	100	100	98
71	CC(=O)CC(C)(C)S(=O)(=O)O	89	89	nt	102	107	102	103	101
72	Fc1ccc(CNc2c3ccccc3nc3ccccc23)cc1F	65	-8.6*	35	66	82	29	43	60
73	O=C1c2ccccc2C(=O)N1CCBr	111	66	85	107	99	99	99	103
74	COc1ccc(-n2nc(C(=O)NCCC(=O)NO)nc2-c2ccccc2)cc1	86	86	101	102	94	90	97	92
75	O=S(=O)(O)c1cc(O)c2cc(Nc3ccccc3)ccc2c1	111	94	133	102	124	105	95	110
76	Nc1c(N=Nc2ccc([N+](=O)[O-])cc2)cc(S(=O)(=O)O)c2ccccc12	102	102	92	104	104	107	90	95
77	COc1ccccc1CN(Cc1ccccc1)c1c(NC2CCCCC2)oc(=O)c2ccccc12	89	82	nt	98	103	90	99	67
78	COc1ccc(C(=O)/C=C/c2c(Cl)nc3c(c(C)nn3-c3ccccc3)c2-c2ccccc2)cc1	103	nt	111	100	111	107	104	102
79	COc1cccc(C2SCC(=O)N2n2cnnc2)c1 (stereo not drawn)	101	102	106	112	115	102	103	95
80	CN1CCC(C(=O)C(=O)O)C1=O (stereo not drawn)	102	95	107	93	100	102	103	100
81	CCOCc1cc(C(C)(C)C)ccc1O	89	92	98	99	106	90	104	94
82	COc1cc(NN=C(c2ccc(O)cc2)c2ccc(O)cc2)c([N+](=O)[O-])cc1[N+](=O)[O-]	-14*	70	108	14	81	-5.3*	-16*	74
83	O=C1c2c(O)cc(O)cc2O[C@@H](c2ccc(O)cc2)[C@@H]1c1c(O)cc(O)c2c(=O)cc(-c3ccc(O)c(O)c3)oc12	108	104	92	100	99	106	95	89
84	N#Cc1c(N)cc(N)n(-c2nc3ccccc3nc2Cl)c1=O	107	140	104	99	116	101	109	94
85	Cc1ccc2oc(=O)cc(C3NNC(=S)N3)c2c1 (stereo not drawn)	110	102	98	101	109	99	106	93
86	O=C1OC(=O)C2C3C=CC(C4C=CC43)C12 (stereo not drawn)	88	92	112	92	111	91	106	94
87	CC(CN(C)C)OC(=O)Nc1ccccc1 (stereo not drawn)	104	100	nt	106	109	102	104	101
88	CCCCCCCCCCCCNc1ccc(Cl)cc1	82&102	121&101	104&105	105&100	103&104	79&92	97&108	91&89
89	COCCn1cc(-c2nc(-c3cc4cccnc4n3C)cs2)c2cc(OC)ccc21	74	31	25	27	88	41	64	62
90	COC(=O)/C=C/CCCC1CCCCC1	83	99	98	101	107	90	111	nt

Only HOP-92, UACC-257 and SK-MEL-28, for some of the entries so far:
no.	SMILES	HOP-92	UACC-257	SK-MEL-28
85	Cc1ccc2oc(=O)cc(C3NNC(=S)N3)c2c1 (stereo not drawn)	102	110	109
86	O=C1OC(=O)C2C3C=CC(C4C=CC43)C12 (stereo not drawn)	92	88	111
87	CC(CN(C)C)OC(=O)Nc1ccccc1 (stereo not drawn)	100	104	109
88	CCCCCCCCCCCCNc1ccc(Cl)cc1	121&101	82&102	103&104

(cont.)
cpd	SMILES	UACC-257	HOP-92	EKVX	SK-MEL-5	SK-MEL-28	A549/ATCC	M14	UACC-62
91	CCCC[C@@H](C=O)NC(=O)[C@H](CC(C)C)NC(=O)[C@H](CC(C)C)NC(=O)OCc1ccccc1	12	-35*	-14*	-71*	-22*	71	-35*	-38*
92	O=S(=O)(NCCNS(=O)(=O)c1ccccc1)c1ccccc1	99	87	nt	96	104	97	107	99
93	CC(=O)OC[C@]1(C)C=C2C(=O)[C@](C)(O)C3(CC3)C(C)=C2[C@H]1OC(C)=O	106	122	114	88	109	100	88	103
94	C=C(C)[C@@H]1CC[C@]2(C(=O)O)CC[C@]3(C)[C@H](CC[C@@H]4[C@@](C)(CCC(=O)O)[C@H](C(=C)C)CC[C@]43C)[C@@H]12	95	92	104	97	96	95	96	77
95	Cc1cc(-c2ccco2)c(C#N)c(=O)n1CC#N	101	94	101	100	108	108	106	95
96	CCCCCCc1cc(N=Nc2ccc(S(=O)(=O)Nc3cc(C)nc(C)n3)cc2)c(O)cc1O	102	nt	nt	99	115	106	94	105
97	O=c1oc2c(cc1-c1ccccc1)c[n+]([O-])c1ccccc21	100	86	98	98	109	98	103	97

Ordered by heavy-atom count (largest number first): 5 of the compounds above
cpd	SMILES	UACC-257	HOP-92	EKVX	SK-MEL-5	SK-MEL-28	A549/ATCC	M14	UACC-62
96	CCCCCCc1cc(N=Nc2ccc(S(=O)(=O)Nc3cc(C)nc(C)n3)cc2)c(O)cc1O	102	nt	nt	99	115	106	94	105
93	CC(=O)OC[C@]1(C)C=C2C(=O)[C@](C)(O)C3(CC3)C(C)=C2[C@H]1OC(C)=O	106	122	114	88	109	100	88	103
97	O=c1oc2c(cc1-c1ccccc1)c[n+]([O-])c1ccccc21	100	86	98	98	109	98	103	97
95	Cc1cc(-c2ccco2)c(C#N)c(=O)n1CC#N	101	94	101	100	108	108	106	95
90	COC(=O)/C=C/CCCC1CCCCC1	83	99	98	101	107	90	111	nt
